# Screens (PubChem)
# Rac1 wt GTP bind – modulators of human Rac1 wildtype GTP binding | GST-Rac1 beads, fluorescent GTP binding, flow cytometry; actives lie on both sides; 0 = cold GTP competed, 100 = untreated | GTP binding activity (% of control), % at 10 µM | actives 0.27% (n = 190,000);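 active = GTP binding activity at least 20 points away from the 100% control level, either lower or higher; inconclusive = compound flagged as likely green fluorescent, judged across all proteins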
# HRas wt GTP – human HRas wildtype GTP binding, change in either direction; P01112; GST-Ras wt beads, Bodipy-FL-GTP binding, flow cytometry; actives lie on both sides; GTP binding activity, % at 10 µM; actives 0.14% (n = 190,000);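 active = GTP binding activity at least 20% away from the 100% baseline, either lowered as inhibitor or raised as activator; inconclusive = flagged as likely green fluorescent, judged across all proteins in the well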;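 note: 0% = unlabeled GTP competition control and 100% = no-compound control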
# Avidin fluor – avidin bead compound fluorescence profile; fluorescence (KMESF) at 10 µM; actives 0.38% (n = 220,000); Avidin beads, compound fluorescence 488/530 nm, flow cytometry; stronger effect = higher value; in the data active = fluorescence above about 47; note: inactives centre near 10
# Rab7 wt modul – modulators of GTP binding to dog Rab7 wildtype GTPase | GST-Rab7 beads, fluorescent GTP binding, flow cytometry; actives lie on both sides; untreated = 100%, excess cold GTP = 0% | actives 0.055% (n = 190,000) | GTP binding activity (percent of control), % at 10 µM | AID 758;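 active = fluorescent GTP binding to Rab7 beads changed by at least 20 points from the 100% baseline, either direction, mostly lower; inconclusive = compound itself probably fluorescent, or too few beads counted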;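 note: median green fluorescence of bound Bodipy-FL-GTP per Rab7 bead population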
# Pf gametocyte – kills late stage P. falciparum gametocytes; actives 0.065% (n = 150,000); inhibition, % at 10.9 µM; P. falciparum stage V gametocytes, ATP luminescence, 24 h;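 active = inhibition above the mean plus 3 SD of compounds within the control limits, set per campaign, cut at about 38% in these data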;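 note: 0% = DMSO wells and 100% = medium only without gametocytes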
# ABCG2 block – blocks JC-1 efflux by human ABCG2 transporter; Q9UNQ0; IgMXP3 cells, flow cytometry; inhibition, % at 6.6 µM; actives 0.1% (n = 190,000); AID 1325;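 active = inhibition above 80%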;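 note: 0% = DMSO and 100% = nicardipine control wells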
# Target sequence (Q9UNQ0 whole entry, looked up): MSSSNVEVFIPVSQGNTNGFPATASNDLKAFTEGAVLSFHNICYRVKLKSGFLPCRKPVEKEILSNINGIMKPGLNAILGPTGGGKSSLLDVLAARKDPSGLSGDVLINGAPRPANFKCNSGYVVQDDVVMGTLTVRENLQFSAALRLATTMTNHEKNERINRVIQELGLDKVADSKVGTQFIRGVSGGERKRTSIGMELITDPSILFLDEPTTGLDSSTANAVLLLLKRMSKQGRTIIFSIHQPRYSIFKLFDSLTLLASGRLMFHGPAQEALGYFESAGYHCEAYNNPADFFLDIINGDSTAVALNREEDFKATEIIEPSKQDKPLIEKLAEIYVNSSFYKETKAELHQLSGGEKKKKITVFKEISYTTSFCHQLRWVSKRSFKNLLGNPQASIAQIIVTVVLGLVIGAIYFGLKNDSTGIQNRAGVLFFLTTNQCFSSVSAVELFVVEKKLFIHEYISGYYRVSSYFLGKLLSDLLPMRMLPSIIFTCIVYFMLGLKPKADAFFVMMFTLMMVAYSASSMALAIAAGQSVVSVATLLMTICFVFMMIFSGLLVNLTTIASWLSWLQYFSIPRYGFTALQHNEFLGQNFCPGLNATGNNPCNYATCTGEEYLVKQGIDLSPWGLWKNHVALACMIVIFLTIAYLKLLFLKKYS
#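 Read-out basis: Efflux inhibition in percent versus controls | Test system: ABCG2 IgMXP3 and barcoded ABCB1 CCRF-Adr cell mix | Quantity: 3 million cells/mL in well | Schedule: 10 min at 25 °C | Control set: Nicardipine as high control, DMSO as low control | Reagent: JC-1 as fluorescent efflux pump substrate | Signal: Flow cytometry of retained JC-1 fluorescence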
# Rac1 act GTP bind – alters GTP binding to activated mutant human Rac1; P63000; GST-Rac1 activated beads, fluorescent GTP binding, flow cytometry; actives lie on both sides; 100% means binding = to untreated wells; percent activity (GTP binding), % at 10 µM; actives 0.11% (n = 190,000);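 active = GTP binding at least 20 percentage points away from the 100% baseline, in either direction, so actives lie on both sides; inconclusive = Compound likely fluorescent itself, or too few beads counted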
# Rab2 wt GTP – changes GTP binding to wildtype dog Rab2A, up or down; GST-Rab2 wt beads, Bodipy-GTP binding, flow cytometry; GTP binding activity, % at 10 µM; actives 0.19% (n = 190,000);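 active = GTP binding activity at least 20 points away from 100%, either lowered or raised; inconclusive = signal likely due to the compound's own green fluorescence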;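 note: 0% = beads with excess unlabeled GTP and 100% = no-compound control corrected for plate trend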
# ABCB1 block – human ABCB1 inhibition, ABCG2 as counter-screen. P08183. CCRF-Adr cells, JC-1 efflux, flow cytometry. inhibition, % at 6.6 µM. actives 0.067% (n = 190,000). AID 1326; in the data active = inhibition above about 40%;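 note: 0% = vehicle and 100% = reference inhibitor; higher value means more JC-1 retained so stronger ABCB1 efflux block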
# Mcl1 Noxa PPI – disrupts binding of human Mcl-1 to Noxa peptide. TR-FRET Mcl-1/Noxa peptide binding, 2 h. inhibition, % at 21.7 µM. actives 1.5% (n = 220,000);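 active = compounds that cut the protein-peptide binding signal by more than 50% relative to plate controls in a single-dose test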;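 note: His-tagged Mcl-1 with rhodamine Noxa BH3 peptide and terbium anti-His antibody; 0% = Mcl-1 plus Noxa peptide wells and 100% = peptide-only wells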
# Target sequence (Q07820 whole entry, looked up): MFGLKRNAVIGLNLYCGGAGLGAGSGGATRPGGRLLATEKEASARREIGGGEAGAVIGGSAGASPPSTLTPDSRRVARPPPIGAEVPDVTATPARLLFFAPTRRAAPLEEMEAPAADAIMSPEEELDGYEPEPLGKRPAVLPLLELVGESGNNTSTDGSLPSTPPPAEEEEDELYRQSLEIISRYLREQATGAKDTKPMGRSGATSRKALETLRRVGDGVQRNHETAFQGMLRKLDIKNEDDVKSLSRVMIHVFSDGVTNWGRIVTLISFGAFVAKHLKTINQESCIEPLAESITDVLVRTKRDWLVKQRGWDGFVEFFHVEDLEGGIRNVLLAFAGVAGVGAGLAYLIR
# Cdc42 wt GTP – human Cdc42 wildtype GTP binding change, either direction. GST-Cdc42 beads, Bodipy-GTP binding, flow cytometry; actives lie on both sides. P60953. actives 0.2% (n = 190,000). percent activity (GTP binding), % at 10 µM;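 active = percent activity GTP binding at least 20 points away from the 100% baseline, either down as inhibitor or up as activator; inconclusive = compound flagged as likely green fluorescent from well-wide comparison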;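 note: median bead fluorescence of bound Bodipy-FL-GTP at 100 nM; 0% = excess unlabeled GTP control and 100% = no compound control; below 100% means less GTP binding so inhibitor and above means activator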
# * marks the source's active call; other numbers are inactive results; ? = inconclusive; / = not tested or not shown. Rows were taken by chance. Share with any hit: about 2.3%.
SMILES,Rac1 wt GTP bind,HRas wt GTP,Avidin fluor,Rab7 wt modul,Pf gametocyte,ABCG2 block,Rac1 act GTP bind,Rab2 wt GTP,ABCB1 block,Mcl1 Noxa PPI,Cdc42 wt GTP
CCCOP(=O)(OCCC)c1c([N+](=O)[O-])cc(C(F)(F)F)cc1[N+](=O)[O-],112,104,16,99,-2,2,103,101,0.7,5,109
COc1ccc(Nc2ncc(C(=O)N3CCN(c4ccc(F)cc4)CC3)c3ccccc23)cc1,93,99,/,95,/,8,97,97,3.0,12,96
O=C(NCCC1=CCCCC1)C1CCN(S(=O)(=O)c2cccc3nsnc23)CC1,103,100,8,97,10,6,100,101,0.6,10,101
O=C(Nc1ccc([N+](=O)[O-])cn1)c1cc(-c2cccc(Cl)c2)nc2ccccc12,101,101,12,101,11,8,99,102,1.3,-13,102
O=C(c1cc2n(n1)C(C(F)(F)F)CC(c1ccc(Cl)cc1)N2)N1CCCC1 (stereo not given),101,100,8,99,/,4,97,99,1.1,-6,99
Cc1cc(C(=O)OCC(=O)N2c3ccccc3NC(=O)C2(C)C)c(C)n1-c1ccccc1,104,105,12,105,-5,18,101,103,2.2,-1,102
Cc1cc(C)nc(SCc2nnc(SCc3ccccc3Cl)o2)n1,100,101,13,101,/,0,96,100,0.1,-104,99
COc1ccccc1N1CCN(C(=O)c2ccc(NS(=O)(=O)c3ccc(C)cc3)cc2)CC1,103,100,11,107,-10,4,96,103,2.5,-4,98
CCCCOP(=O)(c1ccc(N(C)C)cc1)C(O)c1ccccc1F (stereo not given),107,103,7,104,-6,1,101,103,0.1,0,103
O=C(CSc1nc2ccccc2[nH]1)Nc1cc(C(F)(F)F)ccc1N1CCOCC1,99,100,7,99,/,3,97,98,0.5,-5,99
COC(=O)c1c(O)cc(C(C)(C)C)n(-c2ccc(F)cc2)c1=O,101,99,6,97,-18,0,102,101,-0.5,4,100
O=C(c1ccccc1)c1sc(N2CCOCC2)nc1-c1ccccc1,96,92,20,92,/,0,95,91,-0.2,14,91
CCc1nnc(NC(=O)CSc2nccn2-c2cccc(C)c2)s1,107,102,7,101,/,3,100,103,0.4,-2,103
CC1=NN(C(N)=S)C(=O)C1N=Nc1c(C)cc(C)cc1C (stereo not given),104,99,23,100,/,49,96,98,0.4,21,100
O=Cc1ccccc1OCCOc1ccc([N+](=O)[O-])cc1,97,99,8,97,-5,21,99,101,1.1,14,100
COc1cc(-c2nnc(SCC(=O)NC3CCS(=O)(=O)C3)o2)cc(OC)c1OC (stereo not given),97,99,11,105,-5,-3,93,97,-1.7,-11,96
CCOc1cc(CNn2nnnc2N)ccc1OCC(=O)NC(C)(C)C,103,101,22,94,/,0,98,98,0.0,18,98
COc1c(Cl)cc(Cl)cc1C(=O)n1nc(C)cc1C,102,98,9,98,5,4,99,100,1.9,10,100
O=C(NCc1ccccc1Cl)c1ccccc1CCc1ccccc1,102,100,14,103,-16,39,99,99,0.8,25,102
CNC(=O)CN(C1CCCCC1)S(=O)(=O)c1ccc(F)cc1,101,101,18,99,-15,0,102,101,0.2,-10,103
Fc1cc(F)cc(NC(=S)N2CCN(c3ncccn3)CC2)c1,102,95,6,94,/,14,94,95,0.3,-12,95
O=C(CCNC(=O)c1ccccc1Cl)Nc1nc2ccccc2s1,96,97,9,108,-32,29,97,100,-1.1,5,92
COC(=O)c1sccc1NC(=O)COc1ccc(C)cc1,100,98,8,105,/,5,100,100,0.6,-9,95
Cc1ccc(C(=O)N2CC(C(=O)O)C2)cc1,99,97,15,107,3,-2,95,100,-0.3,12,93
CCOC(=O)C1=C(C)N(C2CCCCC2)C(=O)C1,99,103,/,100,/,4,96,100,1.2,18,100
SMILES,Rac1 wt GTP bind,HRas wt GTP,Avidin fluor,Rab7 wt modul,Pf gametocyte,ABCG2 block,Rac1 act GTP bind,Rab2 wt GTP,ABCB1 block,Mcl1 Noxa PPI,Cdc42 wt GTP
CC(=O)C1=C(O)C(=O)OC1c1ccc(C)cc1 (stereo not given),92,93,7,95,-6,-1,91,94,0.9,8,94
CCOc1ccc(-c2noc(CCC(=O)NC)n2)cc1OCC,100,100,12,99,15,3,94,99,0.4,9,99
Cc1cnc(NC(=O)c2cc3ccccc3o2)s1,96,96,12,97,-10,0,98,99,-0.1,-4,97
COc1ccc(CC(=O)NCc2ccc3c(c2)cc(C)n3C)cc1,97,98,12,99,/,1,93,95,0.5,-8,92
CN(C)CCNCc1ccc(OC2CCCC2)cc1,107,100,9,101,-2,0,100,102,0.2,10,102
COc1ccc(-c2nc3ccccc3s2)cc1O,96,95,9,93,/,21,94,94,0.7,11,96
O=C(Nc1ccc(-c2nc3ccccc3o2)cc1)c1ccc2c(c1)OCO2,107,102,6,104,/,5,99,99,-0.4,16,100
CCC(=O)Nc1ccc(-c2nnc(SCc3ccc(C(=O)Nc4nccs4)cc3)n2CC)cc1,101,101,16,100,/,2,101,100,0.3,12,102
O=CN1CC(=O)N(c2ccccc2)c2c([nH]c3ccccc23)C1,100,100,3,96,13,4,100,100,4.4,-9,102
COc1ccc(-c2noc(C3CCCN(S(=O)(=O)c4cccc(Cl)c4C)C3)n2)cc1OC (stereo not given),102,101,5,101,/,1,98,100,0.2,-10,102
CC(=O)NC1CCCN(O)C(=O)/C=C(\C)CCOC(=O)C(NC(C)=O)CCCN(O)C(=O)/C=C(\C)CCOC(=O)C(NC(C)=O)CCCN(O)C(=O)/C=C(\C)CCOC1=O (stereo not given),96,95,6,100,/,0,96,98,-0.1,-88,93
O=C(NC1CCCCC1)C(c1ccc(F)cc1)N(CCN1CCOCC1)C(=O)c1ccc(-c2ccccc2)[nH]1 (stereo not given),99,99,12,97,-1,-1,95,99,0.7,6,100
CCN(C(=O)Cn1c(=O)n(Cc2ccccc2)c(=O)c2ccccc21)c1cccc(C)c1,107,103,7,98,/,3,102,101,4.4,5,106
N#C/C(=N\Nc1ccccc1)C(=N)N1CCCCC1,93,95,7,98,-7,2,93,93,0.2,12,94
O=C(CN1N=C(c2ccccc2)CCC1=O)NCc1cccs1,98,97,16,101,/,1,96,96,0.7,0,96
Cc1cc(C)nc(SCc2nnc(SCC(=O)Nc3nc(-c4ccccc4)cs3)n2C)n1,100,98,23,99,2,9,96,95,3.9,8,97
CCCCC(=O)NC(=S)Nc1cc(C(=O)O)ccc1Cl,106,100,6,101,16,5,98,102,1.1,6,101
Cc1ccc2c(c1)c(=O)c1c3n2CCN(C(=O)CCl)C3CC1 (stereo not given),107,99,14,95,-5,19,97,96,-0.3,22,98
CCN1CCN(CCCNC(=O)c2ccc(/C=C3/Sc4ccccc4N(Cc4ccccc4F)C3=O)cc2)CC1,96,94,10,98,1,4,93,94,5.6,32,97
CCOC(=O)c1ccc(NC(=O)c2cc3ccccc3o2)cc1,?,?,12,?,/,1,?,?,0.0,-12,?
Cc1ccc(CC(=O)N(Cc2ccccc2)c2ccccn2)cc1,91,95,8,99,/,0,91,98,0.0,-13,92
O=C(c1ccc2c(c1)OCCO2)N(c1ccccn1)C1CCCCC1,106,103,4,100,7,2,101,100,0.6,1,105
CCn1c(Cc2ccccc2)nnc1SCC(=O)Nc1nc(C)cs1,101,101,/,97,/,1,100,100,0.1,-9,100
CCOc1ncccc1C(=O)OCC(=O)Nc1ccc2c(c1)OCO2,94,94,10,97,10,1,92,97,0.0,31,94
CS(=O)(=O)c1ncc(Cl)c(C(=O)Nc2ccc3ccccc3c2)n1,98,95,8,96,-14,10,93,96,1.1,37,94
SMILES,Rac1 wt GTP bind,HRas wt GTP,Avidin fluor,Rab7 wt modul,Pf gametocyte,ABCG2 block,Rac1 act GTP bind,Rab2 wt GTP,ABCB1 block,Mcl1 Noxa PPI,Cdc42 wt GTP
Cc1nc(NC(=O)c2ccccc2)sc1-c1csc(Nc2cccc(Cl)c2)n1,100,101,8,100,/,-1,98,98,-0.4,98*,101
CCOc1cc(C)nc(Oc2ccc(=O)[nH]n2)n1,111,103,9,104,-2,1,102,105,0.0,-3,104
CCOC(=O)c1sc(NC(=O)CSc2nnc(-c3ccco3)n2CC)c(C(=O)OCC)c1C,97,95,23,95,3,2,94,93,0.4,64*,96
CCOC(=O)C1=C(C)N(C)C(=O)NC1c1cc2c(cc1Br)OCO2 (stereo not given),99,98,22,99,14,2,95,97,0.4,8,96
COc1cc(C2C(C#N)=C(N)Oc3cc(O)ccc32)cc(OC)c1OC (stereo not given),101,99,38,96,/,1,98,99,0.4,21,102
COc1ccc([N+](=O)[O-])cc1NCc1cccnc1,97,94,8,93,11,2,95,96,-0.1,6,98
CC(=O)N1CCN(c2ccc(NC(=O)c3ccc4c(c3)OCO4)cc2)CC1,94,97,17,94,-8,1,94,95,-3.4,13,96
COc1ccccc1/C=C/C(=O)NC(=S)NC(C)C,102,99,2,100,-3,0,98,102,0.0,19,98
O=C(OCC(=O)N1CCOCC1)c1ccc(Cl)nc1,102,104,13,104,/,-6,101,104,-6.3,18,103
Cc1cc(NC(=O)CSc2nnnn2C)n(-c2ccccc2)n1,102,101,6,102,-17,2,96,100,0.4,-3,98
Cc1ccccc1CC1(CO)CCCN(Cc2ccn[nH]2)C1 (stereo not given),96,95,10,96,-29,2,97,97,-0.3,-5,95
O=C(OC(C(=O)O)C(OC(=O)c1ccccc1)C(=O)NCc1ccccc1)c1ccccc1 (stereo not given),97,99,7,95,17,0,97,100,-0.1,14,100
Cc1cccc(Cc2cnc(N3C(=N)SC(c4ccccc4)C3=O)s2)c1 (stereo not given),103,103,3,101,-21,-2,99,103,-0.6,-18,104
O=c1[nH]cnc2sc3c(c12)CCN(Cc1ccccc1)C3,102,101,17,100,-11,1,99,100,-0.1,10,99
CC12CCC(C(=O)NCc3ccc(F)cc3)(OC1=O)C2(C)C (stereo not given),98,94,9,94,-8,5,95,95,0.3,4,97
CCCCCCCC(=O)NNC(=O)c1ccc(F)cc1,102,95,5,95,7,0,101,97,0.0,-7,100
CC(C)CNC(=O)C1CCN(c2ccc(S(=O)(=O)N3CCOCC3)cc2)CC1,102,100,5,98,/,2,98,97,0.7,6,99
COc1cc2c(cc1OC)C(COc1ccccc1OC)N(C(=O)C(C)C)CC2 (stereo not given),102,100,11,101,22,6,95,99,1.8,-16,99
COc1ccc(-c2nnc(SCC(=O)Nc3ccccc3OC)o2)cc1,101,102,6,99,/,14,99,98,0.7,0,99
